Bioassay records (PubChem)
D2 antag: HTS Assay for Allosteric Antagonists of the Human D2 Dopamine Receptor: Primary Screen for Antagonists; actives 2% (n = 340,000); HEK293 TREx D2 cells, calcium flux, dopamine EC80; inhibition, % at 10 µM; AID 485344, 2010; D(2) dopamine receptor (Homo sapiens), P14416; in the data active = inhibition above about 30%; also: 0% is about no effect
Target sequence (P14416 whole entry, looked up): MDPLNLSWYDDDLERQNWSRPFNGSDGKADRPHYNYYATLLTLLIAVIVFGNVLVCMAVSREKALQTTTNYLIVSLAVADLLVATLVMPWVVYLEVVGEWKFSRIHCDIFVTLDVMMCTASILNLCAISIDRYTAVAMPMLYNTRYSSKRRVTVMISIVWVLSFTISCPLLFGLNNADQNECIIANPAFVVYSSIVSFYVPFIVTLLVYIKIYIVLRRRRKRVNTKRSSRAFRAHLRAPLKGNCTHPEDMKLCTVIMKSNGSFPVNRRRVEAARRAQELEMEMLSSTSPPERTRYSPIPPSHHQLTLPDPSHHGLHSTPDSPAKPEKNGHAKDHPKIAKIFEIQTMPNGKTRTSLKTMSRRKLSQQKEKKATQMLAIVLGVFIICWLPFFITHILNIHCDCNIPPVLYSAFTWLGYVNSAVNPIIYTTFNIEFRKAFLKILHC
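Tetracycline-induced HEK293 T-REx cells expressing D2 force-coupled to calcium signalling were dye-loaded, exposed to compound for 180 s, then challenged with an EC80 of dopamine; calcium flux was followed kinetically for a further 180 s.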
USP1-UAF1 inh: Inhibitors of USP1/UAF1: Primary Screen; recombinant USP1/UAF1, Ub-Rhodamine cleavage fluorescence; AID 743255, 2014; Potency, µM (series often up to 57.1 µM), without a hit: top-dose activity change, negative = inhibition, most hits filed as inhibitors; actives 0.23% (n = 390,000); Ubiquitin carboxyl-terminal hydrolase 1 (Homo sapiens), O94782; also: potency is read from the fitted curve at half-maximal effect; % is scaled to controls: 0 for no effect and ±100 for the full control effect; nearly all actives have a fitted effect of over 60% in size; inactives centre near -12
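USP1/UAF1 complex (1 nM) preincubated 15 min at room temperature with compound, then Ub-Rho substrate (150 nM final) added. Kinetic fluorescence at 480/540 nm over 6 reads at 60 s intervals; 50 mM HEPES pH 7.8, 0.5 mM EDTA, 0.1 mg/ml BSA, 1 mM TCEP, 0.01% Tween-20.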
mIDH1 inhibitor: qHTS for Inhibitors of mutant isocitrate dehydrogenase 1 (IDH1): qHTS. Isocitrate dehydrogenase [NADP] cytoplasmic (Homo sapiens), O75874. IDH1-R132H enzyme, NADPH consumption, diaphorase/resazurin fluorescence. Potency, µM (series often up to 76.6 µM), without a hit: top-dose activity change, negative = inhibition, usual class: inhibitors. actives 0.093% (n = 390,000); also: potency is read from the fitted curve at half-maximal effect; % is scaled to controls: 0 for no effect and ±100 for the full control effect; nearly all actives have a fitted effect of over 65% in size
Target sequence (O75874 whole entry R132H, stated change not applied): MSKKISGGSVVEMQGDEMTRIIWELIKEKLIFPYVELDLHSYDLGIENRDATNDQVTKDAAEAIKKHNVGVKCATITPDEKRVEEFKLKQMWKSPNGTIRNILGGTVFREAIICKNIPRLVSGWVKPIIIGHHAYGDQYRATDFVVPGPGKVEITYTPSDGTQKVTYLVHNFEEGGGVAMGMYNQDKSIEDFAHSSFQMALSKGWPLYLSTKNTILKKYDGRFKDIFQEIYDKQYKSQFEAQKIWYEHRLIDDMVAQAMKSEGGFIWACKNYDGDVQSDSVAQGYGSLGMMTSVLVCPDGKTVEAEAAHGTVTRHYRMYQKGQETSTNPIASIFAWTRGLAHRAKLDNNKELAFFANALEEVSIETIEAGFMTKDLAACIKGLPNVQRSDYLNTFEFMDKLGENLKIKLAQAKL
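IDH1-R132H (0.5 ug/mL) preincubated 30 min with compound, then NADPH (0.016 mM) and alpha-KG (2 mM) added; 80 min at RT, pH 7.5. Remaining NADPH coupled via diaphorase/resazurin to fluorescence (540/590 nm); concentration-response curves normalized to no-enzyme control.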
rTrxR1 inhibitor: qHTS Assay for Inhibitors of Mammalian Selenoprotein Thioredoxin Reductase 1 (TrxR1): qHTS | actives 1% (n = 390,000) | recombinant rTrxR1, NADPH fluorescence consumption, selenite substrate | Potency, µM (series often up to 114 µM), for inactives: at the highest dose activity change, negative = inhibition, hits mostly inhibitors | Thioredoxin reductase 1, cytoplasmic (Rattus norvegicus), O89049 | AID 588453, 2011; also: potency is read from the fitted curve at half-maximal effect; % is scaled to controls: 0 for no effect and ±100 for the full control effect; nearly all actives have a fitted effect of over 65% in size
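Rat TrxR1 (90 nM in the dispensed reagent) was pre-reduced with 400 uM NADPH for 5 min at room temperature, then incubated with compound for 15 min. After 400 uM selenite was added, NADPH fluorescence (Ex 340/Em 450 nm) was followed for 8 min.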
TRHR ag: qHTS for Small Molecule Agonists and Allosteric Enhancers of Human TRH Receptor: Primary Screen for Agonists. TRHR cells, calcium flux fluo-8, FDSS agonist mode. activation, % at 2 µM. actives 0.18% (n = 360,000). AID 493084, 2011; in the data active = activation above about 30%; also: 0% is about no effect
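TRHR-expressing cells, plated overnight in medium with 10% serum, were loaded with fluo-8 calcium dye at room temperature. After a 10 s baseline, library compound was pin-added and calcium release was recorded kinetically (ex 480/em 530) as agonist response.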
D2 agonist: HTS Assay for Allosteric Agonists of the Human D2 Dopamine Receptor: Primary Screen for Agonists; D(2) dopamine receptor (Homo sapiens), P14416; HEK293 T-REx D2 cells, calcium flux agonist mode; activation, % at 2 µM; actives 0.53% (n = 340,000); AID 485358, 2010;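 active = activation over 3 SD above normal in the single-dose calcium agonist read, cut at about 30% in these data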; also: 0% is about no effect
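In this primary screen, compounds producing a positive calcium signal within 180 s of addition to tetracycline-induced, force-coupled HEK293 Trex D2 cells are flagged; cells are dye-loaded with a no-wash calcium kit beforehand.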
TRHR enhancer: qHTS for Small Molecule Agonists and Allosteric Enhancers of Human TRH Receptor: Primary Screen for Enhancers. TRHR cells, fluo-8 calcium fluorescence, EC20 TRH enhancement. AID 493056, 2011. enhancement, % at 2 µM. actives 0.66% (n = 360,000). Thyrotropin-releasing hormone receptor (Homo sapiens), P34981; in the data active = enhancement above about 30%; also: 0% is about no effect
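Enhancer read-out: after compound pinning and an initial kinetic agonist-mode read, an EC20 of TRH (10 nM final) was injected and fluo-8 calcium signal (Ex 480/Em 530) followed at 1 s/cycle for 100 cycles in TRHR-expressing cells.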
TrxR1 substrate: qHTS Assay for Substrates of Mammalian Selenoprotein Thioredoxin Reductase 1 (TrxR1): qHTS | actives 0.01% (n = 390,000) | Potency, µM (highest dose often 114 µM), without a hit: at the top dose activity change, negative = substrate turnover | Thioredoxin reductase 1, cytoplasmic (Rattus norvegicus), O89049 | purified TrxR1 substrate turnover, NADPH consumption readout; also: potency is read from the fitted curve at half-maximal effect; % is scaled to controls: 0 for no effect and ±100 for the full control effect; nearly all actives have a fitted effect of over 50% in size
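Rat TrxR1, dispensed at 90 nM, was prereduced with 400 uM NADPH (final) for 5 min at ~22 deg C, then incubated with compound 15 min before 400 uM selenite. A first-read NADPH fluorescence drop versus no-compound background flagged substrates.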
PI4K2A inh: qHTS for small molecular inhibitors of PI4K2A; purified PI4K2A, ADP-Glo luminescence, 1 h; active compounds read low; activity change, negative = inhibition, % at 76.9 µM; actives 0.13% (n = 420,000); AID 1346378, 2018; in the data active = activity change below about -50%; inconclusive = mostly about -30% to -49%;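 also: -100% = wells without enzyme as full effect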
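PI4K2A activity was measured by ADP-Glo luminescence: enzyme (4 ug/mL stock) and phosphatidylinositol (1.2 mM stock) in Tris pH 7.5/MgCl2/EGTA/Triton X-100 buffer were reacted with ATP (300 microM stock) for one hour at ambient temperature.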
Starred values were filed as active, the others as inactive; ? = inconclusive; nt = not tested or not shown; [ ] = remark or other dose. Unless noted, calls follow the shape of the dose curve; as a rule, active = well fitted inhibition curve with a large enough effect; inconclusive = small, poorly fitted or top-dose-only effect; inactive = no such curve, though single readings can be large or run the other way.

SMILES	D2 antag	USP1-UAF1 inh	mIDH1 inhibitor	rTrxR1 inhibitor	TRHR ag	D2 agonist	TRHR enhancer	TrxR1 substrate	PI4K2A inh
Cc1cc(C)c(C)c(S(=O)(=O)NC(C)C(=O)O)c1C (centres undefined)	-4	-9%	-7%	29%	0.3	-1.6	6	1%	-2
C=CCSc1nc2sc3c(c2c(=O)[nH]1)CC(C)(CC)OC3 (centres undefined)	10	-11%	0%	-6%	0.5	0.1	-2	3%	7
Cc1ccc(N=Nc2ccc(O)c(P(=O)(c3ccccc3)c3ccccc3)c2)cc1	16	?	1%	-19%	-0.5	0.7	1	-9%	-5
CC1C(c2ccccc2)N(C)CCC12NC(=O)NC2=O (centres undefined)	5	1%	0%	12%	0.0	-2.1	18	-5%	5
CCCn1c(=O)n(C)c(=O)c2c(SCC(=O)Nc3cc(C)on3)nc(C(C)(C)C)nc21	5	-10%	?	32%	0.2	2.5	-5	4%	-15
O=C(/C=C/c1ccc2ccccc2n1)N1CCN(S(=O)(=O)c2ccccc2F)CC1	15	-19%	2%	11%	-0.2	1.3	1	0%	-1
Cc1ccc(NC2CC(=O)N(Cc3ccccc3)C2=O)cc1 (centres undefined)	10	-6%	0%	8%	0.2	-0.5	-1	2%	0
COC(=O)c1cc(C)sc1NC(=S)N1CCN(CCc2ccccc2)CC1	-19	-1%	7%	2%[57.1 µM]	-0.2	-0.5	-4	-14%	4
CCCCCCCNC(=O)C1(CC2CC(c3cccc(Br)c3)=NO2)CCNCC1 (centres undefined)	nt	?	-8%[38.3 µM]	?	0.7	nt	2	-11%	0
COc1ccc(C2C3=C(CCCC3=O)Nc3nc(C(F)(F)F)nn32)cc1OC (centres undefined)	-5	-24%	0%	4%[57.1 µM]	-0.5	-3.3	0	10%[57.1 µM]	-15
CCCCCn1c(SCC(=O)c2ccccc2)nc2cc(C(=O)NCC3CCCO3)ccc2c1=O (centres undefined)	nt	0%	-3%	-12%	nt	nt	nt	-9%	1
C/C(=N\N1C(=O)CSC1=S)c1ccc(Br)cc1	-14	?	-1%	?	0.4	2.2	0	7%[57.1 µM]	-5
CCCN1CCN(C(=S)NCc2ccc(Cl)cc2)CC1	-10	-11%	-13%	1%	0.6	-0.1	10	-8%	-3
COc1cccc(OC)c1C(=O)Nc1nc(-c2ccccc2)cs1	nt	-11%	-6%	30%	-2.8	nt	1	-1%	2
c1ccc(OCCn2cnc3ccccc32)cc1	12	-11%	0%	5%[57.1 µM]	0.6	0.9	12	-4%[57.1 µM]	9
COc1ccc(NC(=O)Nc2ccc3c(c2)C(=O)N([C@@H](C)CO)C[C@@H](C)[C@@H](CN(C)S(=O)(=O)c2cn(C)cn2)O3)cc1	nt	-1%	1%	-14%	nt	nt	nt	-5%	1
O=C(COc1ccc2c3c(c(=O)oc2c1)CCC3)NCc1ccncc1	-18	-14%	1%	-7%	0.3	0.6	-2	34%[activator]	4
O=C(CC1CCCCC1)NCc1cn2ccsc2n1	-11	-15%	10%	15%[57.1 µM]	0.1	0.0	-5	-23%[57.1 µM]	-4
CCN(CC)c1ccc(-c2nc(-c3ccccn3)no2)cc1[N+](=O)[O-]	nt	-13%	3%	?	-0.3	-0.3	-1	-9%	-8
O=C(Cn1c(=O)nc(-c2ccccc2F)c2cc(Cl)ccc21)NCCCc1ccccc1	nt	?	-6%	16%	-0.6	0.4	8	23%	-1
O=C(Nc1cccc(C(F)(F)F)c1)c1ccc2snnc2c1	nt	-28%	-4%	6%	-0.2	0.4	5	-1%	-8
COc1ccc(C2=NOC(Cn3nc(C(=O)NCc4ccco4)cc3-c3ccccc3)C2)cc1 (centres undefined)	7	-27%	7%	-10%[57.1 µM]	-0.1	-0.7	1	-1%[57.1 µM]	-13
CC(C)Oc1ccc(/C(O)=C2/C(=O)C(=O)N(Cc3cccnc3)C2c2ccco2)cc1 (centres undefined)	0	-4%	-15%	?	0.3	0.0	8	-7%	4
Cc1cccc(N2CC(C(=O)Nc3ccc(S(=O)(=O)N4CCOCC4)cc3)CC2=O)c1 (centres undefined)	8	-21%	0%	2%[57.1 µM]	1.0	-0.5	2	-4%[57.1 µM]	1
COc1cc(C(=O)OC(C)CN2CCCCC2)cc(OC)c1OC (centres undefined)	-4	-1%	10%	29%	1.0	-0.1	-3	-1%	-2

Arranged by value in TRHR enhancer (high to low): 3 from the list above.
structure	TRHR enhancer
CC(C)Oc1ccc(/C(O)=C2/C(=O)C(=O)N(Cc3cccnc3)C2c2ccco2)cc1 (centres undefined)	8
CCCCCCCNC(=O)C1(CC2CC(c3cccc(Br)c3)=NO2)CCNCC1 (centres undefined)	2
COc1ccc(C2=NOC(Cn3nc(C(=O)NCc4ccco4)cc3-c3ccccc3)C2)cc1 (centres undefined)	1

More structures:
SMILES	D2 antag	USP1-UAF1 inh	mIDH1 inhibitor	rTrxR1 inhibitor	TRHR ag	D2 agonist	TRHR enhancer	TrxR1 substrate	PI4K2A inh
O=C(NCc1ccccc1)C(=O)Nc1nc(-c2ccccc2)cs1	5	1%	3%	13%[57.1 µM]	0.5	0.5	3	9%[57.1 µM]	-3
N/C(=N\OC(=O)c1cccs1)c1ccccc1	-8	-10%	-6%	13%	-1.0	-0.3	-7	-2%	-23
CCC(C)(C)n1nnnc1C(c1ccc(C)cc1)N1CCSCC1 (centres undefined)	10	1%	14%	-5%	-1.0	-0.8	-2	-12%	-1
COc1ccccc1OCCNc1ccc(S(=O)(=O)N2CCCC2)cn1	-16	-17%	-1%	20%	-0.1	-0.2	3	4%	0
CCC(C)N(C(=O)CSc1nc(-c2cccs2)nc2ccccc12)C1CCS(=O)(=O)C1 (centres undefined)	nt	-16%	2%	-3%	nt	nt	nt	87%[activator]	-1
COc1cc(OC)c2ccc(=O)oc2c1	nt	-5%	0%	?	nt	nt	nt	633%[activator][57.1 µM]	-1
CC(C)N1CCC(N2CCN(Cc3cnc(-c4ccccc4)s3)CC2CCO)CC1 (centres undefined)	10	-8%	11%	14%	0.8	-0.4	-1	1%[57.1 µM]	3
COc1ccc(NC(=O)/C(=C\c2ccc3c(c2)OCO3)NC(C)=O)cc1	-1	-3%	16%	13%[57.1 µM]	0.5	0.1	0	8%[57.1 µM]	-9
CC1=Nc2ccccc2/C1=C\c1sc(Nc2ccc(C)cc2)nc1O	61*	-3%	3%	-15%	0.7	0.4	6	-15%	-1
Cc1c(Cl)cccc1NC(=O)CCC(=O)NNC(=O)c1ccccc1Cl	0	-10%	3%	19%[57.1 µM]	-0.2	-0.8	-5	11%[57.1 µM]	6
CCOC(=O)c1cc2c(C)n(-c3ccc(OCC)cc3)c(C)c2cc(C(=O)OCC)c1=O	6	-18%	-2%	?	-0.3	1.5	-8	-3%[0.457 µM]	4
COc1cc(/C=N/OCC(=O)Nc2ccc(OC(F)F)cc2)ccc1OCc1ccccc1	0	?	-2%	0%	2.4	1.5	4	5%	-5
CCOC(=O)N1CCC(NC(=O)C2CCN(C(=O)c3cc4oc(C)cc4n3Cc3c(F)cccc3Cl)CC2)CC1	8	0%	9%	-6%	0.2	1.5	-4	-10%	0
O=C(N/N=C/C=C/c1ccccc1)c1ccccc1Br	4	-10%	-5%	11%[57.1 µM]	-0.6	-1.8	7	18%[57.1 µM]	2
O=C(NCc1cc(C(F)(F)F)ccc1Cl)c1cccc2c1C(=O)c1ccc(N3CCOCC3)cc1S2(=O)=O	nt	-2%	-18%	17%[57.1 µM]	nt	nt	nt	-8%	-1
Cc1cc2ncn(S(=O)(=O)c3ccc(S(=O)(=O)N4CCCCCC4)cc3)c2cc1C	nt	-5%	12%	22%	nt	nt	nt	10%	5
O=C(O)c1cn(Cc2ccccn2)c(=O)c2ccccc12	10	-3%	4%	13%[57.1 µM]	0.2	1.2	-5	8%	0
COc1cccc(C2C(C(=O)c3cccs3)=C(O)C(=O)N2CCN2CCOCC2)c1OC (centres undefined)	-5	-23%	-19%	-12%	0.1	-0.8	3	-6%	8
O=C(COC(=O)Cc1c(F)cccc1Cl)NNC(=O)c1ccccc1	nt	-22%	11%	7%	nt	nt	nt	0%	1
C/C(=N\Nc1ccc2nncn2n1)c1ccc(Br)s1	14	-21%	-2%	-10%	-1.0	-0.2	-3	-9%	4
CC12CCC(C(=O)N(CSC(=S)N/N=C\c3ccccc3)C1=O)C2(C)C (centres undefined)	32*	-19%	-1%	?	-0.4	-1.6	1	9%[57.1 µM]	-5
Cc1ccccc1C(=O)NCC(c1ccc(N(C)C)cc1)N1CCCC1 (centres undefined)	nt	-14%	1%	10%[57.1 µM]	-0.6	nt	-1	4%[57.1 µM]	-2
